RBBP9 inh – blocks human serine hydrolase RBBP9; O75884; recombinant RBBP9, FP-Rh probe fluorescence polarization; inhibition, % at 7.94 µM; 220,000 tested, 0.2% active;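 active = inhibition above the campaign mean of all tested compounds plus 3 SD, cut at about 14% in these data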;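 also: plate controls were DMSO wells with RBBP9 for no effect and wells lacking RBBP9 protein for full effect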
Target sequence (O75884 whole entry, looked up): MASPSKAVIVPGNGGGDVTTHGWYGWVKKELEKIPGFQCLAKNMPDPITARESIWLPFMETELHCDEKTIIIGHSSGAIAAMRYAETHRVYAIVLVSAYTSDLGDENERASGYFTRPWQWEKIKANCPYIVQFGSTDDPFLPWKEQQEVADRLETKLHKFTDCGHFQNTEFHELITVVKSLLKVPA
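Material: RBBP9 protein. Amount: RBBP9 at 2.5 µM in dispensed solution, before mixing. Schedule: 30 min then 45 min, 25 °C. Medium: Tris buffer pH 8.0, NaCl, Pluronic. Measured by: fluorescence polarization. Measure: percent inhibition from mP, scaled between DMSO and no-protein wells. Replication: one well per compound.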
S1P4 agonist – agonists of human S1P4 receptor | O95977 | S1P4-expressing cell line, agonist reporter assay | activation, % at 4.98 µM | 220,000 tested, 0.35% active | AID 1509; in the data active = activation above about 11%;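 also: 0% = DMSO vehicle and 100% = reference agonist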
S1P4 antagonist – blocks the human S1P4 receptor; S1P4-expressing cells, antagonist mode, reporter read-out; inhibition, % at 4.98 µM; 220,000 tested, 0.26% active; in the data active = inhibition above about 29%;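 also: 0% = wells stimulated with agonist and 100% = vehicle wells without agonist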
Runt-CBFb FRET – blocks binding of human RUNX1 Runt domain to CBFb | Q01196+Q13951 | Cerulean-Runt/Venus-CBFb FRET ratio 530/480, 1 h | inhibition, % at 20 µM | 220,000 tested, 0.46% active | AID 1496;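 active = inhibition over about 50% at 20 µM in the single-dose screen, limit read from the data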;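 also: 0% = DMSO wells and 100% = excess unlabeled CBFb competitor control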
Target sequence (Q01196 whole entry, looked up, the tested form may be a part): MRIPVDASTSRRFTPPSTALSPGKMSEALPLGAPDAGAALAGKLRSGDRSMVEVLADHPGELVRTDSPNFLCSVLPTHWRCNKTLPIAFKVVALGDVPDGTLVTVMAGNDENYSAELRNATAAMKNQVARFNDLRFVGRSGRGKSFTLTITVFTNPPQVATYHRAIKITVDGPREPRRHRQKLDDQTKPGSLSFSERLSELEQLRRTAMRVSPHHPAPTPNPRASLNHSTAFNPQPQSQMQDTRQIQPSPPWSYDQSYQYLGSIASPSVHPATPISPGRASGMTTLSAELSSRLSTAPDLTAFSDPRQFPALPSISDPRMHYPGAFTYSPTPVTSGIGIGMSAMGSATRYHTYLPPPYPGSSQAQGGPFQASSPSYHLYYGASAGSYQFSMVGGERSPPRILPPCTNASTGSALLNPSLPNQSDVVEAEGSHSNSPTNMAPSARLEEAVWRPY
Target sequence (Q13951 whole entry, looked up, the tested form may be a part): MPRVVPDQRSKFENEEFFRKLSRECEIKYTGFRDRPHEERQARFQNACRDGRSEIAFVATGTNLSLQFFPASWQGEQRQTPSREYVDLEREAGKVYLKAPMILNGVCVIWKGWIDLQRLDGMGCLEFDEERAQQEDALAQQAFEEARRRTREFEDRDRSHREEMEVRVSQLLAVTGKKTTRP
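Reagent – Venus-CBFb binding partner, 100 nM · Assay system – Cerulean-tagged RUNX1 Runt domain (FRET donor) fusion protein · Input – 100 nM per protein · Incubation – two 1 h room-temperature incubations shielded from light · Measured by – FRET fluorescence · Medium – Tris buffer pH 7.5 with salts and BSA · Benchmarks – unlabeled CBFb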
BaF3 tox – reduces parental Ba/F3 cell viability, JAK2V617F counter-screen; CellTiter-Glo ATP luminescence; inhibition, % at 5.6 µM; 220,000 tested, 1.1% active;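 active = inhibition above a per-campaign cutoff, the mean inhibition of all tested compounds plus 3 SD, cut at about 27% in these data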;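 also: 0% = DMSO wells and 100% = JAK Inhibitor I control wells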
NPY-Y1 PAM-ag – potentiates or activates human NPY-Y1 receptor. P25929. NPY-Y1 expressing cells, potentiator/agonist activation. activation, % at 3.6 µM. 220,000 tested, 0.37% active; in the data active = activation above about 33%, passing the limit was not always enough;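 also: cells stimulated with NPY at EC10 then isoproterenol at EC100; 0% = low agonist plus stimulus and 100% = saturating agonist plus stimulus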
NPY-Y1 antag – antagonists of human neuropeptide Y receptor Y1 | P25929 | HEK293-CNG Y1 cells, membrane potential fluorescence; NPY at EC95, then isoproterenol | inhibition, % at 3.6 µM | 200,000 tested, 1% active;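 active = inhibition above the campaign mean inhibition of all tested compounds plus 3 SD, cut at about 20% in these data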;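 also: 0% = DMSO wells given NPY plus isoproterenol and 100% = isoproterenol alone without NPY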
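Test system – HEK293 Y1/CNG channel cell line · Also added – NPY agonist 25 nM, then isoproterenol 1 µM plus Ro 20-1724 25 µM · Compound dosing – one concentration, 3.6 µM, in 0.4% DMSO · Schedule – compound incubation 1 h at room temperature, readout 45 min post-stimulation · Technique – fluorescence, membrane potential probe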
NPY2 pot ag – human NPY-Y2 potentiation or agonism, primary screen | P49146 | cells expressing NPY-Y2, potentiator/agonist read-out | activation, % at 3.6 µM | 220,000 tested, 0.45% active | AID 1359; in the data active = activation above about 27%;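 also: cells stimulated with NPY near EC25 plus isoproterenol at EC100; 0% = vehicle plus submaximal agonist and 100% = vehicle plus saturating agonist; some results beyond the cut were filed as inactive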
Ba/F3 V617F tox – reduce viability of Ba/F3 cells dependent on JAK2V617F; Ba/F3 EpoR-JAK2V617F viability, ATP luminescence; inhibition, % at 5.6 µM; 220,000 tested, 1.1% active; AID 1446;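 active = inhibition above the campaign mean plus 3 SD over all tested compounds, cut at about 24% in these data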;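 also: cytokine-independent growth of Ba/F3 cells driven by EpoR plus mutant JAK2; 0% = DMSO-treated cells and 100% = JAK inhibitor I control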
* marks the source's active call; other numbers are inactive results.

For COc1ccc(-n2c(N)c(-c3nc4ccccc4n3C)sc2=S)cc1 the results were RBBP9 inh -11, S1P4 agonist 0.0, S1P4 antagonist 0, Runt-CBFb FRET 14, BaF3 tox 4, NPY-Y1 PAM-ag 17, NPY-Y1 antag -3, NPY2 pot ag 4 and Ba/F3 V617F tox -4.
For CCc1nn(-c2ccccc2)c(=S)c2ccccc12 the results were RBBP9 inh -8, S1P4 agonist -1.1, S1P4 antagonist -2, Runt-CBFb FRET 1, BaF3 tox 6, NPY-Y1 PAM-ag -2, NPY-Y1 antag -7, NPY2 pot ag -8 and Ba/F3 V617F tox 7.
Screening CCCn1c(=O)c(C(=O)NCC2CCCO2)c(O)c2ccccc21 (configuration not stated) returned RBBP9 inh -6, S1P4 agonist 0.1, S1P4 antagonist 7, Runt-CBFb FRET -2, BaF3 tox 3, NPY-Y1 PAM-ag -3, NPY-Y1 antag 3, NPY2 pot ag -22 and Ba/F3 V617F tox 0.
For Cc1ccc(-c2nc(C3CCN(S(=O)(=O)c4ccc(C(C)(C)C)cc4)CC3)no2)cc1 the results were RBBP9 inh 1, S1P4 agonist -3.4, S1P4 antagonist -15, Runt-CBFb FRET 2, BaF3 tox 3, NPY-Y1 PAM-ag -14, NPY-Y1 antag 2, NPY2 pot ag -18 and Ba/F3 V617F tox -2.
COc1cccc(-c2cc(C(=O)O)[nH]n2)c1 was read as RBBP9 inh -2, S1P4 agonist -1.0, S1P4 antagonist inactive, Runt-CBFb FRET -1, BaF3 tox 0, NPY-Y1 PAM-ag 3, NPY-Y1 antag 6, NPY2 pot ag 3 and Ba/F3 V617F tox 0.
Screening CCSc1nnc2c(n1)OC=Nc1ccc(Br)cc1-2 returned RBBP9 inh 7, S1P4 agonist 0.9, S1P4 antagonist -2, Runt-CBFb FRET -2, BaF3 tox 5, NPY-Y1 PAM-ag -19, NPY-Y1 antag 1, NPY2 pot ag -9 and Ba/F3 V617F tox 1.
For O=C(CCSc1ccc(Cl)cc1)N1CCN(c2ccc(O)cc2)CC1 the results were RBBP9 inh -7, S1P4 agonist -0.1, S1P4 antagonist 0, Runt-CBFb FRET 23, BaF3 tox 4, NPY-Y1 PAM-ag -11, NPY2 pot ag 0 and Ba/F3 V617F tox 11.
CN(C)CCCNCCCNC(=O)c1ccccn1 was read as RBBP9 inh 1, S1P4 agonist -0.1, S1P4 antagonist -21, Runt-CBFb FRET -2, BaF3 tox 3, NPY-Y1 PAM-ag -1, NPY-Y1 antag -7, NPY2 pot ag -11 and Ba/F3 V617F tox 2.
`O=C(CN(C(=O)CNC(=O)c1ccco1)c1ccc2c(c1)OCCO2)NC1CCCC1` gave RBBP9 inh -6, S1P4 agonist -0.6, S1P4 antagonist 19, BaF3 tox 4, NPY-Y1 PAM-ag -22, NPY-Y1 antag -10, NPY2 pot ag -20 and Ba/F3 V617F tox -3.
`O=C(CNC(=S)N(CCCN1CCOCC1)Cc1cccs1)N1CCOCC1` gave RBBP9 inh -7, S1P4 agonist 2.4, S1P4 antagonist -2, Runt-CBFb FRET -1, BaF3 tox 7, NPY-Y1 PAM-ag 25, NPY-Y1 antag 13, NPY2 pot ag 3 and Ba/F3 V617F tox 1.
`O=C1C2C(C(=O)N1/N=C/c1ccco1)C1C=CC2C12CC2` (configuration not stated) gave RBBP9 inh -11, S1P4 agonist -0.1, S1P4 antagonist 2, Runt-CBFb FRET 1, BaF3 tox 2, NPY-Y1 PAM-ag 13, NPY-Y1 antag 1, NPY2 pot ag 4 and Ba/F3 V617F tox 2.
Cc1ccc2c(c1)nnn2C1CCN(S(C)(=O)=O)CC1 was read as RBBP9 inh -2, S1P4 agonist -1.1, S1P4 antagonist 3, Runt-CBFb FRET 0, BaF3 tox 3, NPY-Y1 PAM-ag -8, NPY-Y1 antag -2, NPY2 pot ag 8 and Ba/F3 V617F tox -4.
`CCCn1c(-c2cccc([N+](=O)[O-])c2)nc2c1c(=O)[nH]c(=O)n2Cc1ccccc1` gave RBBP9 inh 4, S1P4 agonist -2.0, S1P4 antagonist -10, Runt-CBFb FRET 0, BaF3 tox 8, NPY-Y1 PAM-ag -16, NPY-Y1 antag 17, NPY2 pot ag -9 and Ba/F3 V617F tox 3.
For Cc1nc(C)c(CCNC(=O)c2ccc(C(F)(F)F)cc2)s1 the results were RBBP9 inh -2, S1P4 agonist 2.8, S1P4 antagonist 1, Runt-CBFb FRET 1, BaF3 tox 2, NPY-Y1 PAM-ag -5, NPY-Y1 antag 6, NPY2 pot ag 4 and Ba/F3 V617F tox -2.
`Cc1onc(C(=O)NN)c1C(=O)Nc1ncc(C(F)(F)F)cc1Cl` gave RBBP9 inh 1, S1P4 agonist 0.1, S1P4 antagonist 0, Runt-CBFb FRET 0, BaF3 tox 5, NPY-Y1 PAM-ag -7, NPY-Y1 antag -4, NPY2 pot ag -8 and Ba/F3 V617F tox -2.
`CC1Cc2ccccc2N1CC(=O)NC(=O)NCc1ccco1` (configuration not stated) gave RBBP9 inh 14, S1P4 agonist 1.6, S1P4 antagonist -10, Runt-CBFb FRET -2, BaF3 tox 2, NPY-Y1 PAM-ag 12, NPY-Y1 antag 18, NPY2 pot ag 24 and Ba/F3 V617F tox -3.
For COc1ccc(C(C)=O)cc1COC(=O)c1cc(C)nc2ccccc12 the results were RBBP9 inh -4, S1P4 agonist 1.2, S1P4 antagonist -17, Runt-CBFb FRET -1, BaF3 tox 9, NPY-Y1 PAM-ag -18, NPY-Y1 antag 9, NPY2 pot ag -5 and Ba/F3 V617F tox 2.
O=C(NCC1CCCO1)c1cc2n(n1)C(C(F)(F)F)CC(c1ccc(Br)cc1)N2 (configuration not stated) was read as RBBP9 inh -6, S1P4 agonist -0.6, S1P4 antagonist -8, Runt-CBFb FRET -8, BaF3 tox 0, NPY-Y1 PAM-ag 9, NPY-Y1 antag 5, NPY2 pot ag 11 and Ba/F3 V617F tox 0.
CN1CCN(C(=O)c2cnn(-c3ccccc3)c2NC(=O)c2cccs2)CC1 was read as RBBP9 inh -7, S1P4 agonist -0.8, S1P4 antagonist -13, Runt-CBFb FRET 0, BaF3 tox 5, NPY-Y1 PAM-ag 0, NPY-Y1 antag -6, NPY2 pot ag 9 and Ba/F3 V617F tox 0.
Screening O=C(COc1ccc2ccccc2c1)Nc1ccc(S(=O)(=O)N2CCCCCC2)cc1 returned RBBP9 inh -6, S1P4 agonist -1.7, S1P4 antagonist -7, Runt-CBFb FRET 0, BaF3 tox 3, NPY-Y1 PAM-ag -36, NPY-Y1 antag -2, NPY2 pot ag -4 and Ba/F3 V617F tox -3.
Screening COc1cc(C2C(Oc3ccccc3C)C(=O)N2Cc2ccc(F)cc2)cc(OC)c1OC (configuration not stated) returned RBBP9 inh -4, S1P4 agonist -1.6, S1P4 antagonist 8, Runt-CBFb FRET -2, BaF3 tox 10, NPY-Y1 PAM-ag -22, NPY-Y1 antag 14, NPY2 pot ag 0 and Ba/F3 V617F tox 4.
For O=C(Nc1ccc(Cl)c(Cl)c1)Nc1ccc(Br)cc1F the results were RBBP9 inh -5, S1P4 agonist -0.8, S1P4 antagonist -15, Runt-CBFb FRET -4, BaF3 tox -1, NPY-Y1 PAM-ag 22, NPY-Y1 antag 3, NPY2 pot ag -3 and Ba/F3 V617F tox -3.
Screening Cc1ccc(C)c(N2CCN(S(=O)(=O)c3c(C)noc3/C=C/N(C)C)CC2)c1 returned RBBP9 inh -3, S1P4 agonist -0.7, S1P4 antagonist 1, Runt-CBFb FRET 1, BaF3 tox 6, NPY-Y1 PAM-ag 32, NPY-Y1 antag -4, NPY2 pot ag -7 and Ba/F3 V617F tox 1.
O=C(Nc1ccc(F)cc1)N1CCCN(c2nccc(C(F)(F)F)n2)CC1 was read as RBBP9 inh -16, S1P4 agonist 0.8, S1P4 antagonist 1, Runt-CBFb FRET 0, BaF3 tox 2, NPY-Y1 PAM-ag 31, NPY2 pot ag 7 and Ba/F3 V617F tox -3.
`COc1ccc(N(C)C(=O)c2ccc3c(c2)nnn3C)cc1` gave RBBP9 inh -3, S1P4 agonist -1.0, S1P4 antagonist -16, Runt-CBFb FRET 1, BaF3 tox 8, NPY-Y1 PAM-ag 15, NPY-Y1 antag 5, NPY2 pot ag 9 and Ba/F3 V617F tox -2.
`CCOC(=O)C1(Cc2cccc(OC)c2)CCN(Cc2cnc(C)s2)CC1` gave RBBP9 inh -6, S1P4 agonist -0.4, S1P4 antagonist 10, Runt-CBFb FRET 2, BaF3 tox 2, NPY-Y1 PAM-ag 4, NPY-Y1 antag 5, NPY2 pot ag 6 and Ba/F3 V617F tox -2.
Screening CCOC(=O)C(Sc1nnc2c3ccccc3n(CC)c2n1)C(=O)OCC returned RBBP9 inh -6, S1P4 agonist 1.0, S1P4 antagonist -15, Runt-CBFb FRET 32, BaF3 tox 4, NPY-Y1 PAM-ag -32, NPY-Y1 antag 14, NPY2 pot ag 8 and Ba/F3 V617F tox -1.
Screening N#CNC(=Nc1cccc(C(F)(F)F)c1)SCc1ccc(C(=O)O)cc1 returned RBBP9 inh -7, S1P4 agonist -0.5, S1P4 antagonist 4, Runt-CBFb FRET 0, BaF3 tox 0, NPY-Y1 PAM-ag -16, NPY2 pot ag -2 and Ba/F3 V617F tox 5.
For CCC1(CC)C(=O)N(C)C(=O)NC1=NCc1ccccc1 the results were RBBP9 inh -2, S1P4 agonist -0.1, S1P4 antagonist -3, Runt-CBFb FRET 1, BaF3 tox -1, NPY-Y1 PAM-ag -2, NPY-Y1 antag 2, NPY2 pot ag 2 and Ba/F3 V617F tox -2.
Screening CC(=O)c1ccc(NC(=S)N2C(C)CCCC2C)cc1 (configuration not stated) returned RBBP9 inh -4, S1P4 agonist -0.3, S1P4 antagonist 11, Runt-CBFb FRET 10, BaF3 tox 1, NPY-Y1 PAM-ag 8, NPY-Y1 antag -8, NPY2 pot ag 9 and Ba/F3 V617F tox -6.
Screening Cc1nn(C2CCCO2)c(=O)nc1N (configuration not stated) returned RBBP9 inh -6, S1P4 agonist -0.9, S1P4 antagonist 4, Runt-CBFb FRET 0, BaF3 tox -1, NPY-Y1 PAM-ag -3, NPY-Y1 antag 2, NPY2 pot ag -3 and Ba/F3 V617F tox 1.

Arranged by length of the SMILES (lowest first): part of the list above
`COc1ccc(N(C)C(=O)c2ccc3c(c2)nnn3C)cc1` gave RBBP9 inh -3, S1P4 agonist -1.0, S1P4 antagonist -16, Runt-CBFb FRET 1, BaF3 tox 8, NPY-Y1 PAM-ag 15, NPY-Y1 antag 5, NPY2 pot ag 9 and Ba/F3 V617F tox -2.
Screening CCOC(=O)C(Sc1nnc2c3ccccc3n(CC)c2n1)C(=O)OCC returned RBBP9 inh -6, S1P4 agonist 1.0, S1P4 antagonist -15, Runt-CBFb FRET 32, BaF3 tox 4, NPY-Y1 PAM-ag -32, NPY-Y1 antag 14, NPY2 pot ag 8 and Ba/F3 V617F tox -1.
`CCOC(=O)C1(Cc2cccc(OC)c2)CCN(Cc2cnc(C)s2)CC1` gave RBBP9 inh -6, S1P4 agonist -0.4, S1P4 antagonist 10, Runt-CBFb FRET 2, BaF3 tox 2, NPY-Y1 PAM-ag 4, NPY-Y1 antag 5, NPY2 pot ag 6 and Ba/F3 V617F tox -2.
